# Insulin prom up: MIN6 insulin promoter up-regulation. MIN6 insulin promoter-GFP reporter, high-content imaging; stronger effect = higher value. z-score at 5 µM. hit rate 0.3% among 190,000. AID 1625;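 active = z-score above 3 at 5 µM with at least 500 cells counted in the well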
# SV40 large T antigen: SV40 large T antigen inhibitors, biochemical (AID 1903) | SV40 large T antigen ATPase/helicase inhibition assay; higher % means a stronger effect | inhibition, % at 20 µM; hits with a dose series show IC50 in µM | hit rate 0.39% among 310,000; in the data active = a potency from the dose series; also: strong numbers were not always called active
# RSV CPE inhibition: RSV antiviral activity via CPE protection, HEp-2 cells, primary 10 µM value included (AID 2391). hit rate 0.13% among 310,000. CPE inhibition, % at 10 µM, or IC50 in µM where a hit was titrated. HEp-2 cells, RSV-induced CPE inhibition; higher % means a stronger effect; in the data active = a potency from the dose series; also: strong numbers were not always called active
# ER stress rescue: protection against thapsigargin-triggered cell killing – 384-well, CSM14.1, ATP luminescence, primary screen (AID 1222). CSM14.1 thapsigargin-induced death rescue, ATP luminescence; higher % means a stronger effect. one-dose cellular ATP content (survival), % at 20 µM; EC50 in µM for titrated hits. 190,000 tested, under 10 active;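 active = EC50 below 50 µM in the dose-response confirmation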;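 also: death triggered by thapsigargin at about 15 µM added after 2 h compound pretreatment; cell ATP read after overnight thapsigargin exposure of roughly 18 to 22 hours; normalized against plate controls of thapsigargin alone and 5% DMSO vehicle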
# human PMI inhibitors: MPI inhibition at elevated mannose 6-phosphate – biochemical, fluorescence intensity, high mannose 6-phosphate, primary screen (AID 1220); recombinant PMI enzyme, coupled fluorescence intensity; higher % means a stronger effect; inhibition, % at 20 µM; hits with a dose series show IC50 in µM; hit rate 0.66% among 190,000
# human PMI inhibition: inhibitors of human PMI, primary screen, biochemical, fluorescence intensity, coupled assay (AID 1209). purified PMI enzyme, coupled fluorescence intensity; higher % means a stronger effect. inhibition, % at 20 µM; hits with a dose series show IC50 in µM. hit rate 0.42% among 190,000;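 also: plate controls were DMSO vehicle for no effect and wells lacking substrate for full effect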
# West Nile virus CPE: West Nile virus antiviral activity, cell-based, CPE readout (AID 1621) | West Nile virus-infected cells, CPE inhibition; higher % means a stronger effect | CPE inhibition, % at 10 µM; hits with a dose series show IC50 in µM | hit rate 0.02% among 290,000; in the data active = a potency from the dose series; also: strong numbers were not always called active
# Salmonella PhoP GFP: PhoP-dependent GFP reporter repression – Salmonella Typhimurium, primary screen (AID 1863); hit rate 0.16% among 300,000; inhibition, % at 50 µM; hits with a dose series show IC50 in µM; S. Typhimurium PhoP-regulated promoter GFP reporter, 4 h; higher % means a stronger effect;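 active = inhibition over 29.93%, a cutoff 3 SD above the screen mean, later confirmed by dose response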;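 also: 0% = low Mg2+ inducing control and 100% = high Mg2+ repressing control; strong numbers were not always called active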
# TNAP activation fold: human TNAP enzyme activators, primary screen, biochemical, luminescent, no phosphate acceptor, uHTS (AID 1001); hit rate 0.03% among 200,000; activation fold at 20 µM; hits with a dose series show EC50 in µM; purified TNAP, luminescent activation assay, no phosphate acceptor; higher activation fold means a stronger effect; in the data active = activation fold from about 3, or a potency from the dose series; inactive = the rest, 99 in 100 with activation fold below about 1.6; also: many of its hits are not listed in these tables
# Insulin prom up cell count: further read-out of Insulin prom up, marked with its call; cell count; measured here: cytotoxicity, nuclei count;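 total cells summed across four imaged fields per well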
# * = called active by the depositor; . = no result given. Rule as the data show it, unless noted: active = inhibition above about 50%; inactive = the rest.
[1] CCCCn1cc(SCC(=O)O)c2ccccc21
[2] O=C(COC(=O)c1cccs1)NC1CCCC1
[3] CCC1CCCCN1C(=O)COc1c(Br)cc(Br)c2cccnc12 (stereo not given)
[4] NC(=O)COc1ccc2cc(-c3ccccc3)c(=O)oc2c1
[5] Cc1ccc(S(=O)(=O)NNc2nnc(C)c(=O)[nH]2)cc1
[6] Cc1ccc(C)c(NC(=O)Cc2nc(CCl)cs2)c1
[7] CCOc1ccc(Cc2nc(C)c(CC(=O)N3CCCCC3)c(=O)[nH]2)cc1
[8] COc1ccc(N2C(=O)C(CC(=O)Nc3ccccc3)N(Cc3ccc(OC)c(OC)c3)C2=O)cc1 (stereo not given)
[9] Cc1ccc(-n2c(C)cc(C(=O)CN3CCOCC3)c2C)cc1C
[10] FC(F)(F)c1cccc(-c2nn[nH]n2)c1
screen / no.,1,2,3,4,5,6,7,8,9,10
Insulin prom up,0.04,.,-1,.,-0.7,.,0.15,-1.1,-0.41,-0.05
Insulin prom up cell count,1227,.,1626,.,1303,.,1449,1220,1218,1237
SV40 large T antigen,6%,9%,-4%,4%,21%,-2%,-2%,34%,4%,10%
RSV CPE inhibition,0.5%,2.4%,13%,18%,2.8%,2.5%,-0.1%,0.2%,9.9%,0.7%
ER stress rescue,-2.0%,.,0.4%,.,-0.3%,-0.8%,3.4%,-0.9%,0.0%,0.3%
human PMI inhibitors,-1%,.,33%,.,-9%,-52%,-4%,-6%,4%,-11%
human PMI inhibition,2%,.,13%,.,-57%,-25%,-4%,-2%,0%,-12%
West Nile virus CPE,0.0%,0.6%,-1.4%,0.5%,0.8%,0.9%,-0.3%,1.0%,-1.4%,0.4%
Salmonella PhoP GFP,-3%,4%,-1%,-5%,5%,2%,9%,1%,4%,-14%
TNAP activation fold,1.2,.,1.1,.,1.1,0.9,1.2,1.1,1.1,1.1

[11] COc1ccc(N(CC(=O)N2CCCCCC2)S(=O)(=O)c2ccccc2[N+](=O)[O-])c(OC)c1
[12] Cc1ccc(C(=O)NCCCN2CCOCC2)c(Cl)c1
[13] Cc1oc2cc3oc(=O)c(CCC(=O)NCCC(=O)O)c(C)c3cc2c1C
[14] CC1=C(C(=O)Nc2ccc(C(=O)N3CCN(c4cccc(Cl)c4)CC3)cc2)SCCO1
[15] COc1cccc(/C=N/NC(=O)c2ccc(CN3c4cccc5cccc(c45)S3(=O)=O)cc2)c1
[16] CCCS(=O)(=O)NCCc1cc2ccc(OC)cc2[nH]c1=O
[17] COc1ccc(/C=N/NC(=O)c2ccn[nH]2)cc1Cn1cc([N+](=O)[O-])cn1
[18] O=C(Nc1ccccc1)Nc1c(F)cccc1F
[19] CC(NC(=O)Nc1ccc(Cl)cc1)C1CCCO1 (stereo not given)
[20] CS(=O)(=O)N(CC(=O)N1CCN(c2ccc(F)cc2)CC1)c1ccc(F)c(Cl)c1
screen / no.,11,12,13,14,15,16,17,18,19,20
Insulin prom up,.,.,.,.,-0.03,0.07,0.15,.,0.01,-0.99
Insulin prom up cell count,.,.,.,.,1380,1837,1095,.,1319,865
SV40 large T antigen,9%,7%,1%,10%,6%,-2%,6%,-1%,14%,10%
RSV CPE inhibition,3.0%,1.5%,0.5%,20%,8.5%,1.3%,3.8%,3.8%,1.3%,0.6%
ER stress rescue,.,.,.,.,0.0%,-2.8%,.,1.2%,-1.3%,-1.1%
human PMI inhibitors,.,.,.,.,2%,1%,.,6%,-1%,1%
human PMI inhibition,.,.,.,.,1%,5%,.,5%,12%,5%
West Nile virus CPE,-0.7%,-0.4%,0.2%,-0.2%,-0.8%,-0.2%,0.1%,-0.1%,1.6%,-1.5%
Salmonella PhoP GFP,0%,-8%,2%,-6%,-6%,1%,-3%,-4%,4%,-1%
TNAP activation fold,.,.,.,.,1.1,1.1,.,1,1.1,1.1

[21] Cc1[nH][nH]c(=O)c1C(c1cc(Br)ccc1O)c1c(C)[nH][nH]c1=O
[22] O=C(Nc1cc(C(F)(F)F)ccc1Cl)c1ccncc1
[23] CC(C)n1c(C(F)(F)F)nc2cc(C(=O)N3CCOCC3)ccc21
[24] COC(=O)c1ccc(COC(=O)c2nn(C)c(=O)c3ccccc23)cc1
[25] Cc1ccc(NC(=O)C2CCN(S(=O)(=O)c3c(C)nn(C)c3C)CC2)c(Cl)c1
[26] O=C(Cn1cc2c(n1)CCCCC2)NCCCN1CCOCC1
[27] O=C(CNC(=O)c1ccc(=O)[nH]c1)Nc1ccc(F)c(F)c1
[28] Cc1occc1C(=O)N1CCN(S(=O)(=O)c2ccccc2)CC1
[29] CCCCOC(=O)CSC1=C(C#N)C(c2ccccc2OC)C(C#N)C(=O)N1 (stereo not given)
[30] COc1ccc(C(=O)Nc2ccc(C(=O)NCCc3ccc(OC)c(OC)c3)cc2)cc1
screen / no.,21,22,23,24,25,26,27,28,29,30
Insulin prom up,.,-0.53,.,-0.18,.,1.1,.,.,-0.11,-1.6
Insulin prom up cell count,.,1174,.,1147,.,2060,.,.,1506,1397
SV40 large T antigen,11%,5%,9%,6%,6%,8%,9%,-1%,4%,7%
RSV CPE inhibition,0.2%,1.4%,-0.7%,0.0%,0.9%,1.0%,0.0%,0.9%,12%,-0.7%
ER stress rescue,.,0.1%,.,1.4%,.,.,.,.,6.5%,1.8%
human PMI inhibitors,.,-19%,.,6%,.,11%,.,.,-22%,-9%
human PMI inhibition,.,-36%,.,6%,.,11%,.,.,-23%,2%
West Nile virus CPE,0.1%,-0.3%,-0.7%,0.1%,-0.4%,0.0%,-0.5%,0.5%,0.5%,0.0%
Salmonella PhoP GFP,13%,-5%,1%,5%,-14%,-13%,6%,3%,6%,0%
TNAP activation fold,.,1,.,1.1,.,1.1,.,.,1.1,2.9

[31] CCOc1ccccc1N1C(=O)c2ccc(C(=O)O)cc2C1=O
[32] Cc1c(Cl)cn2c(=O)cc(CN3CCN(c4ccc(F)cc4)CC3)nc2c1Cl
[33] CC(=O)Nc1cccc(NC(=O)Nc2cccc3ccccc23)c1
[34] COc1ccc(Cn2nnc3c(=O)[nH]c(C4CCN(C(=O)c5ccccc5Cl)CC4)nc32)cc1
[35] O=C(N/N=C/c1ccc(N2CCCCC2)o1)c1ccccc1
[36] CC(=O)N1CCN(Cc2cc(=O)n3cc(Cl)c(C)c(Cl)c3n2)CC1
[37] Cc1cccc(C)c1NC(=O)C1CCCN1C(=O)NCc1ccccc1 (stereo not given)
[38] CCOC(=O)CSC1=C(C#N)C(c2ccc(C)cc2)C(C(=O)OC)C(=O)N1 (stereo not given)
[39] Cc1ccc(S(=O)(=O)N2CCCC2)s1
[40] Cn1c(-c2ccc3c(c2)OCO3)cnc1NCc1ccccc1Cl
screen / no.,31,32,33,34,35,36,37,38,39,40
Insulin prom up,0.26,-0.21,.,-0.06,0.02,-0.29,.,-0.68,.,-0.71
Insulin prom up cell count,1259,1137,.,1291,1191,1192,.,955,.,1348
SV40 large T antigen,10%,5%,6%,21%,10%,24%,7%,22%,8%,-2%
RSV CPE inhibition,0.7%,4.1%,4.0%,3.4%,0.1%,1.5%,1.7%,1.6%,1.9%,-3.1%
ER stress rescue,-1.7%,-2.0%,.,-0.2%,-2.2%,1.4%,.,-2.6%,.,-1.0%
human PMI inhibitors,4%,20%,.,-9%,14%,0%,.,0%,.,2%
human PMI inhibition,3%,2%,.,4%,-3%,-1%,.,5%,.,4%
West Nile virus CPE,0.3%,-2.0%,-0.8%,0.3%,0.2%,-0.5%,-0.1%,0.0%,-0.1%,-0.9%
Salmonella PhoP GFP,-11%,-1%,-8%,-11%,-12%,-5%,3%,1%,-2%,-5%
TNAP activation fold,1.2,1.1,.,1,0.9,1.1,.,1.1,.,1.1

[41] CCCNC(=O)c1cc2c3ccccc3n(C)c2s1
[42] O=C(c1cc(-c2ccccc2)on1)N1CCN(C(=O)c2ccco2)CC1
[43] CC1(C)CC(=O)C2=C(C1)N(Cc1ccccc1)C(=O)C2(O)C(F)(F)F (stereo not given)
[44] CC1(c2nnc(-c3ccc(Cl)cc3)o2)CC(c2ccc(Cl)cc2)=NO1 (stereo not given)
[45] CCc1nc(SCc2ccc(OC)cc2)n[nH]1
[46] Cc1ccccc1OCCSc1nc2ncnc(N)c2[nH]1
screen / no.,41,42,43,44,45,46
Insulin prom up,0.09,0,-0.39,.,.,-0.46
Insulin prom up cell count,1797,1272,1572,.,.,1474
SV40 large T antigen,1%,1%,5%,2%,0%,0%
RSV CPE inhibition,7.6%,1.1%,1.8%,1.4%,0.7%,2.0%
ER stress rescue,-1.2%,1.7%,1.8%,.,.,0.8%
human PMI inhibitors,6%,4%,-8%,.,.,-12%
human PMI inhibition,11%,6%,-4%,.,.,-6%
West Nile virus CPE,-0.1%,0.3%,0.8%,0.1%,0.0%,0.4%
Salmonella PhoP GFP,-6%,1%,20%,5%,4%,1%
TNAP activation fold,1,1,1.1,.,.,0.9

# An excerpt from above in order of SMILES length, smallest number first.
[39] Cc1ccc(S(=O)(=O)N2CCCC2)s1
[45] CCc1nc(SCc2ccc(OC)cc2)n[nH]1
[41] CCCNC(=O)c1cc2c3ccccc3n(C)c2s1
[46] Cc1ccccc1OCCSc1nc2ncnc(N)c2[nH]1
[35] O=C(N/N=C/c1ccc(N2CCCCC2)o1)c1ccccc1
[31] CCOc1ccccc1N1C(=O)c2ccc(C(=O)O)cc2C1=O
[37] Cc1cccc(C)c1NC(=O)C1CCCN1C(=O)NCc1ccccc1 (stereo not given)
[42] O=C(c1cc(-c2ccccc2)on1)N1CCN(C(=O)c2ccco2)CC1
[36] CC(=O)N1CCN(Cc2cc(=O)n3cc(Cl)c(C)c(Cl)c3n2)CC1
[44] CC1(c2nnc(-c3ccc(Cl)cc3)o2)CC(c2ccc(Cl)cc2)=NO1 (stereo not given)
[32] Cc1c(Cl)cn2c(=O)cc(CN3CCN(c4ccc(F)cc4)CC3)nc2c1Cl
[43] CC1(C)CC(=O)C2=C(C1)N(Cc1ccccc1)C(=O)C2(O)C(F)(F)F (stereo not given)
screen / no.,39,45,41,46,35,31,37,42,36,44,32,43
Insulin prom up,.,.,0.09,-0.46,0.02,0.26,.,0,-0.29,.,-0.21,-0.39
Insulin prom up cell count,.,.,1797,1474,1191,1259,.,1272,1192,.,1137,1572
SV40 large T antigen,8%,0%,1%,0%,10%,10%,7%,1%,24%,2%,5%,5%
RSV CPE inhibition,1.9%,0.7%,7.6%,2.0%,0.1%,0.7%,1.7%,1.1%,1.5%,1.4%,4.1%,1.8%
ER stress rescue,.,.,-1.2%,0.8%,-2.2%,-1.7%,.,1.7%,1.4%,.,-2.0%,1.8%
human PMI inhibitors,.,.,6%,-12%,14%,4%,.,4%,0%,.,20%,-8%
human PMI inhibition,.,.,11%,-6%,-3%,3%,.,6%,-1%,.,2%,-4%
West Nile virus CPE,-0.1%,0.0%,-0.1%,0.4%,0.2%,0.3%,-0.1%,0.3%,-0.5%,0.1%,-2.0%,0.8%
Salmonella PhoP GFP,-2%,4%,-6%,1%,-12%,-11%,3%,1%,-5%,5%,-1%,20%
TNAP activation fold,.,.,1,0.9,0.9,1.2,.,1,1.1,.,1.1,1.1

[34] COc1ccc(Cn2nnc3c(=O)[nH]c(C4CCN(C(=O)c5ccccc5Cl)CC4)nc32)cc1
screen / no.,34
Insulin prom up,-0.06
Insulin prom up cell count,1291
SV40 large T antigen,21%
RSV CPE inhibition,3.4%
ER stress rescue,-0.2%
human PMI inhibitors,-9%
human PMI inhibition,4%
West Nile virus CPE,0.3%
Salmonella PhoP GFP,-11%
TNAP activation fold,1
